IDH1 R132H inh: inhibitors of human mutant IDH1 R132H | AID 602179 | Potency, µM (doses to about 76.6 µM), for the others: at the top dose activity change, negative = inhibition, usual class: inhibitors | IDH1-R132H enzyme, NADPH consumption, diaphorase/resazurin fluorescence | O75874 | actives 0.093% (n = 390,000); also: potency is read from the fitted curve at half-maximal effect; % is scaled to controls: 0 for no effect and ±100 for the full control effect; nearly all actives have a fitted effect of over 65% in size
Target sequence (O75874 whole entry R132H, stated change not applied): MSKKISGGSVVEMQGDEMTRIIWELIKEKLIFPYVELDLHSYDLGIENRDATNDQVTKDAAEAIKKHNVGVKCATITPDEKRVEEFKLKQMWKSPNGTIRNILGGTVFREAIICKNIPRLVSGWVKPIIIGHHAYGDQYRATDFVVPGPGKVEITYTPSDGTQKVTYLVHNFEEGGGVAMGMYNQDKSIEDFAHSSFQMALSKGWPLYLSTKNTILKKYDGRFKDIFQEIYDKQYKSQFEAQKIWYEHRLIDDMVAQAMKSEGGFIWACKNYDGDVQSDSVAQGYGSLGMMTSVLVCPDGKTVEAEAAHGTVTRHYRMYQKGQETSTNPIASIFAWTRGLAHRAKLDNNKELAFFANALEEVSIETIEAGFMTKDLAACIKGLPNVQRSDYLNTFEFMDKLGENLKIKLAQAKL
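IDH1-R132H (0.5 ug/mL) preincubated 30 min with compound, then NADPH (0.016 mM) and alpha-KG (2 mM) added; 80 min at RT, pH 7.5. Remaining NADPH coupled via diaphorase/resazurin to fluorescence (540/590 nm); concentration-response curves normalized to no-enzyme control.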
Tb PGK inh: T. brucei PGK inhibition; P07378; PGK/GAPDH coupled, Kinase-Glo luminescence, 60 min; actives 0.043% (n = 380,000); Potency, µM (series often up to 57.5 µM), for the others: at the highest dose activity change, negative = inhibition, actives largely listed as inhibitors; AID 602233; also: potency is read from the fitted curve at half-maximal effect; % is scaled to controls: 0 for no effect and ±100 for the full control effect; nearly all actives have a fitted effect of over 60% in size
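Luminescent ATP detection (Kinase-Glo Plus) follows a 60-minute room-temperature incubation, with wells lacking PGK as controls. Buffer: 100 mM TEA (pH 7.6), 5 mM MgCl2, 0.01% Tween-20. Coupling enzyme GAPDH (100 nM final) supplies unstable 1,3-BPG in-well.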
PI4K2A block: PI4K2A (human) kinase inhibition. purified PI4K2A, ADP-Glo luminescence, 1 h; hits give low values. activity change, negative = inhibition, % at 76.9 µM. actives 0.13% (n = 420,000); in the data active = activity change below about -50%; inconclusive = mostly about -30% to -49%;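 also: -100% = wells without enzyme as full effect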
Target sequence (Q9BTU6 whole entry, looked up): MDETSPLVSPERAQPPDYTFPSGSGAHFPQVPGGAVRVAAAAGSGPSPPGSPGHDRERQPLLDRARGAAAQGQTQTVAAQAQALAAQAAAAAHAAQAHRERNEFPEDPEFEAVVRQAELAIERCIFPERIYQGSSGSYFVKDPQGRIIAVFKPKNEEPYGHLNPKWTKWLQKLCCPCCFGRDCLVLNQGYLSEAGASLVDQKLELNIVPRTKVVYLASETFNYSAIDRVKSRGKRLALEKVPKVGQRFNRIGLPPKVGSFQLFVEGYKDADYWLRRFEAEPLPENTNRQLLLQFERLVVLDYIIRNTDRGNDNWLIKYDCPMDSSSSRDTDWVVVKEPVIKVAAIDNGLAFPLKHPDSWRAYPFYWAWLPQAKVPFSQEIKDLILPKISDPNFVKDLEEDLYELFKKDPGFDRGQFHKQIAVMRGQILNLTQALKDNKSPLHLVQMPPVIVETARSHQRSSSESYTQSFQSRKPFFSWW
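ADP-Glo luminescence measured ADP generated by PI4K2A enzyme (4 ug/mL before mixing) with 1.2 mM PI substrate (pre-mix) and 300 microM ATP (pre-mix). Tris pH7.5 buffer with MgCl2, Triton X-100; 1 h reaction at ambient temperature.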
Pin1 inhibitor: human Pin1 inhibition; actives 0.009% (n = 390,000); Pin1 FP peptide displacement, HiFluor488, 10 min; Potency, µM (highest dose often 115 µM), inactives show top-dose activity, negative = inhibition, usual class: inhibitors; Q13526; AID 504891; active = well fitted inhibition curve with a large enough effect in the polarisation, with a control signal flat, not every such curve was filed as active; inconclusive = small, poorly fitted or top-dose-only effect, or effect the other way, or a change in a side signal; inactive = no such curve, though single readings can be large or run the other way; the % refers to the polarisation; also: potency is read from the fitted curve at half-maximal effect; % is scaled to controls: 0 for no effect and ±100 for the full control effect
TrxR1 substrate: rat thioredoxin reductase 1 substrate activity; O89049; purified TrxR1 substrate turnover, NADPH consumption readout; Potency, µM (highest dose often 114 µM), inactives show at the top dose activity change, negative = substrate turnover; actives 0.01% (n = 390,000); also: potency is read from the fitted curve at half-maximal effect; % is scaled to controls: 0 for no effect and ±100 for the full control effect; nearly all actives have a fitted effect of over 50% in size
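Rat TrxR1, dispensed at 90 nM, was prereduced with 400 uM NADPH (final) for 5 min at ~22 deg C, then incubated with compound 15 min before 400 uM selenite. A first-read NADPH fluorescence drop versus no-compound background flagged substrates.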
USP1-UAF1 inh: USP1/UAF1 (human) deubiquitinase inhibition. O94782. recombinant USP1/UAF1, Ub-Rhodamine cleavage fluorescence. Potency, µM (top dose mostly 57.1 µM), inactives show top-dose activity change, negative = inhibition, actives largely listed as inhibitors. actives 0.23% (n = 390,000). AID 743255; also: potency is read from the fitted curve at half-maximal effect; % is scaled to controls: 0 for no effect and ±100 for the full control effect; nearly all actives have a fitted effect of over 60% in size; inactives centre near -12
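High-throughput fluorogenic screen: 1nM USP1/UAF1 complex, Ub-Rho substrate 150nM final, 50mM HEPES pH 7.8 with 0.5mM EDTA, 0.1 mg/ml BSA, 1mM TCEP and 0.01% Tween-20.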
GLS inh: blocks human kidney-isoform glutaminase activity | O94925 | GLS enzymatic activity, qHTS titration | Potency, µM (titrated, usually from 45.5 µM), for the others: top-dose activity change, negative = inhibition, most hits filed as inhibitors | actives 0.21% (n = 410,000) | AID 624170; also: potency is read from the fitted curve at half-maximal effect; % is scaled to controls: 0 for no effect and ±100 for the full control effect
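hKGA in 45 mM KH2PO4 (pH 8.2), 0.02% Tween-20 with compound, then 1mM L-Glutamine (stock as added) plus glutamate oxidase/HRP/Amplex red coupling mix. Fluorescence read initially and after 30 min at RT; signal change reflects glutamate formation.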
HP1b chromo inh: HP1-beta chromodomain-methylated histone interaction inhibition; P83916; AlphaScreen HP1-beta / biotin-H3K9me3 peptide binding; Potency, µM (series often up to 114 µM), inactives show top-dose activity change, negative = inhibition, usual class: inhibitors; actives 0.56% (n = 390,000); AID 540317; also: potency is read from the fitted curve at half-maximal effect; nearly all actives have a fitted effect of over 70% in size; inactives centre near 23
Target sequence (P83916 whole entry, looked up): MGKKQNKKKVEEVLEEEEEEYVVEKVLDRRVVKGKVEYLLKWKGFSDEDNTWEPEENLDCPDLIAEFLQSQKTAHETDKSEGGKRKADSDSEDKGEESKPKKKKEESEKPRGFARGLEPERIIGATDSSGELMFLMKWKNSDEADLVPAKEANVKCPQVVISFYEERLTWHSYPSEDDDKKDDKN
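Compound inhibition of the preformed complex between 50 nM HP1-beta and 50 nM biotinylated H3K9me3 peptide was read by AlphaScreen. Buffer was PBS pH 7.4 with 0.01% Tween-20. Incubations ran 30 min at room temperature, with 10 ug/mL donor/acceptor beads.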
rTrxR1 inhibitor: blocks rat thioredoxin reductase 1; recombinant rTrxR1, NADPH fluorescence consumption, selenite substrate; Potency, µM (highest dose often 114 µM), for the others: top-dose activity change, negative = inhibition, hits mostly inhibitors; actives 1% (n = 390,000); O89049; AID 588453; also: potency is read from the fitted curve at half-maximal effect; % is scaled to controls: 0 for no effect and ±100 for the full control effect; nearly all actives have a fitted effect of over 65% in size
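Rat TrxR1 (90 nM in the dispensed reagent) was pre-reduced with 400 uM NADPH for 5 min at room temperature, then incubated with compound for 15 min. After 400 uM selenite was added, NADPH fluorescence (Ex 340/Em 450 nm) was followed for 8 min.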
Numbers without * were called inactive; i = inactive; u = inconclusive; x = no result given; & = joins results of further samples; [ ] = remark or other dose. Unless noted, calls follow the shape of the dose curve; as a rule, active = well fitted curve in the direction sought with a large enough effect; inconclusive = small, poorly fitted or top-dose-only effect, or another doubt; inactive = no such curve, though single readings can be large; an effect the other way counts as inactive or inconclusive. A portion of the library, so the mix of outcomes need not match the whole.

SMILES	IDH1 R132H inh	Tb PGK inh	PI4K2A block	Pin1 inhibitor	TrxR1 substrate	USP1-UAF1 inh	GLS inh	HP1b chromo inh	rTrxR1 inhibitor
CCc1ccc(NC(=O)CSc2ccccn2)cc1	23%	6%	1	3%	6%[57.1 µM]	-16%	6%	31%[activator]	9%[57.1 µM]
Cn1c(=O)c2c(nc(CN3CCN(C(=O)c4ccco4)CC3)n2CCCc2ccccc2)n(C)c1=O	-5%	-3%	-2	2%	6%[57.1 µM]	-22%	0%	28%	-1%[57.1 µM]
CCn1c(SCC(=O)Nc2nc3ccc(C)cc3s2)nc2c(c1=O)SC(C)C2 (configuration not stated)	-2%	i	-3	42%[activator]	5%[57.1 µM]	-19%	-3%	-23%	16%[57.1 µM]
CC(C)c1ccc(/C=C/C(=O)O)cc1	11%	-7%	7	-10%	-1%	-7%	-6%	40%[activator]	-1%
COc1ccccc1CNC(=O)CN(c1ccc(C)cc1)S(=O)(=O)c1c(C)noc1C	-5%&0%	-6%&-5%	-2&2	-4%&0%	0%&-5%	-11%&-20%	1%&-12%	36%&18%[activator]	23%&4%
CC1(C)CC(=O)C(Br)=C(O)C1	4%	i	-9	-8%	-2%[57.1 µM]	u	-11%	50%[activator]	27%[57.1 µM]
CCC(CC)C(=O)N(c1ccc(F)cc1)C1C=CS(=O)(=O)C1 (configuration not stated)	5%	x	0	-1%	4%	-7%	-1%	13%	3%
CSc1ccc(Cl)c(C(=O)NCCOc2cc(C)ccc2C(C)C)c1	1%	-6%	-1	-3%	2%	u	-2%	55%[activator]	5%
O=c1cc(O)nc[nH]1	6%	i	-3	8%	-4%	-20%	-9%	37%	-4%
CCCc1ccc(-c2cc(C(=O)N3CCN(c4ccccn4)CC3)c3ccccc3n2)cc1	0%	1%	-4	1%	-5%	-11%	-1%	32%	15%

An excerpt from above with just HP1b chromo inh, TrxR1 substrate and rTrxR1 inhibitor:
| SMILES | HP1b chromo inh | TrxR1 substrate | rTrxR1 inhibitor |
| --- | --- | --- | --- |
| CC(C)c1ccc(/C=C/C(=O)O)cc1 | 40%[activator] | -1% | -1% |
| COc1ccccc1CNC(=O)CN(c1ccc(C)cc1)S(=O)(=O)c1c(C)noc1C | 36%&18%[activator] | 0%&-5% | 23%&4% |

(listing goes on)
SMILES	IDH1 R132H inh	Tb PGK inh	PI4K2A block	Pin1 inhibitor	TrxR1 substrate	USP1-UAF1 inh	GLS inh	HP1b chromo inh	rTrxR1 inhibitor
CCn1cc(C(=O)N2CCN(c3ccc(C)cc3)C(C)C2)c(=O)c2cc(S(=O)(=O)N3CCCC3)ccc21 (configuration not stated)	-2%	-4%	0	-1%	-5%	3%	29%	10%	10%
COc1ccc(NC(=O)C2CC(c3c(F)cccc3Cl)=NO2)cc1OC (configuration not stated)	4%	i	-2	-3%	0%	-27%	2%	17%	8%
O=C1CCc2ccccc2N1Cc1ccccc1	4%	-2%	5	-8%	8%[57.1 µM]	-17%	-6%	34%	15%[57.1 µM]
CC(OC(=O)CN1C(=O)c2ccccc2C1=O)C(=O)N(C)c1ccccc1 (configuration not stated)	-2%	1%	2	0%	4%	-7%	7%	15%	10%
CCN(CC)CCCN(C(=O)c1cccs1)c1nc(-c2ccc(OC)cc2)cs1	5%	-9%	0	-11%	-10%	-16%	-2%	-12%	-15%
O=C(N/N=C/c1ccc([N+](=O)[O-])o1)c1ccncc1	9%	-10%	-2	1%	-20%	-9%	-4%	37%[activator]	-69%
CC(C)(CO)NC(=O)CC1C(=O)NCCN1Cc1ccc(-c2ccccc2)cc1 (configuration not stated)	-6%	-4%	0	-6%	10%	-12%	5%	5%	15%
O=C(Nc1ccccn1)c1ccc([N+](=O)[O-])cc1Cl	3%	0%	-2	2%	-9%	-1%	7%	17%	-11%
Cc1ccc(NC(=O)CCS(=O)(=O)c2cccc3nonc23)cc1	2%	-6%	0	2%	-2%[57.1 µM]	-10%	0%	16%	-13%[57.1 µM]
O=C(COc1nncc2ccccc12)Nc1ccc(F)c(F)c1	7%	-6%	-7	3%	4%[57.1 µM]	u	2%	-6%	17%[57.1 µM]
Cc1c(C(=O)N2CCOCC2)sc(NC(=O)CCl)c1C#N	0%	-2%	-3	-10%	-1%	-21%	-1%	33%	u
CSc1nc(C(=O)N2CCCC(N3CCN(c4ccccc4C)CC3)C2)cs1 (configuration not stated)	9%	-6%	4	0%	-2%	-17%	-4%	17%	0%
CCOC(=O)c1c(C)n(OCc2ccccc2)c2ccc3nonc3c12	-4%	-4%	2	0%	207%[activator]	u	6%	22%	194%[activator]
COc1ccccc1CN(CC(=O)NCc1ccco1)C(=O)CNS(=O)(=O)c1ccc(C)cc1	4%	-5%	0	2%	12%[57.1 µM]	1%	7%	6%	12%[57.1 µM]
O=C(NC(=S)Nc1ccccc1Cl)C1CC1	-13%	-8%	-3	-5%	-8%	-5%	20%	36%	u
O=C(Nc1ccccc1N1CCN(c2ccccc2)CC1)C1CCCCC1	-4%	-2%[11.5 µM]	-1	1%	3%	u	5%	29%	19%
CC1CCN(CCCNC(=O)c2cc(Sc3ccc(F)cc3)nc3ccccc23)CC1	0%	-1%	-2	-4%	4%[57.1 µM]	-14%	-4%	-7%	14%[57.1 µM]
COc1ccc(NC(=O)c2c[nH]c(=O)n(-c3ccc(C)c(C)c3)c2=O)c(OC)c1	-7%	i	7	8%	-2%	-13%	u	31%	16%
COc1cccc([C@@H]2CC=C(C(=O)O)[C@H](c3ccc(Cl)cc3)N2S(=O)(=O)c2ccc(C)cc2)c1	-24%	6%	1	-9%	9%	-23%	4%	38%	19%
Cc1cccnc1CNC(=O)C1CCC(=O)N(CCc2cccc(F)c2)C1 (configuration not stated)	-7%	7%	-2	-1%	-5%	-29%	-3%	46%[activator]	-4%
CCOc1ccc(S(=O)(=O)N2CCC(C(=O)N3CCCCCC3)CC2)cc1C	-3%	8%	6	3%	-5%	-12%	0%	46%[activator]	3%
CC(=O)N1CCc2cc(S(=O)(=O)CCC(=O)N3CCN(C(=O)c4ccco4)CC3)ccc21	1%	-1%	-10	-19%	10%[57.1 µM]	-2%	3%	-19%	-25%
FC(F)(F)Oc1ccc(-c2cn3cccnc3n2)cc1	4%	-8%	-1	1%	302%[activator]	-21%	-2%	62%[activator]	46%[activator]
C[C@H]1CN=C(Nc2ccccc2)N1CCCC1CCCC1	13%	2%	1	-5%	1%	-16%	-2%	36%	-1%
CCCc1n[nH]c(=O)c2c1nnn2Cc1ccccc1F	-1%	-9%	2	-1%	1%	-24%	4%	14%	13%
COc1ccccc1C(CNc1ccc(S(=O)(=O)N2CCCC2)cc1[N+](=O)[O-])N(C)C (configuration not stated)	8%	-5%	0	7%	-13%	-10%	-5%	u	-11%
COCCn1c(C)cc(C(=O)COc2ncnc3ccc(Br)cc23)c1C	3%	i	-7	7%	2%[57.1 µM]	-4%	-12%	12%	12%[57.1 µM]
Cc1ccc2nc(C)cc(SCC(=O)N/N=C/c3ccco3)c2c1	-18%	3%	-5	17%	-11%	-14%	0%	29%	-31%
Cn1c(SCc2nc3ccccc3n2CCO)nc2ccccc21	4%	-2%	5	-1%	-1%	-13%	-3%	41%[activator]	-1%
CCOC(=O)c1c(C)[nH]c(C)c1S(=O)(=O)NCC(=O)NCc1ccc(C)cc1	6%	i	2	-5%	-1%[57.1 µM]	-19%	0%	27%	17%[57.1 µM]
Clc1ccccc1Nc1nc(-c2ccncc2)nc2ccccc12	-15%	-10%	-9	57%[activator]	4%	-20%	0%	42%[activator]	25%
COCCNC(=S)N/N=C(\C)c1ccc(-n2ccnc2)cc1	9%	i	-2	-2%	-2%	-5%	12%	28%	u
O=C1CN(C(=O)COC(=O)c2c(F)cccc2Cl)c2ccccc2N1	8%	-9%	-1	10%	6%	-11%	1%	23%	13%
NC(=O)c1ccccc1NC(=O)COC(=O)CSCc1cccc(Cl)c1	8%	i	7	-1%	-2%	-21%	-11%	54%[activator]	14%
Cc1cc2c(cc1S(=O)(=O)Nc1cccc(Cl)c1C)n(C)c(=O)c(=O)n2C	-7%	-9%	7	-3%	-8%	-18%	20%	-11%	-5%
O=C(Cc1c(Cl)cccc1Cl)Nc1ccncc1	4%	i	-6	3%	14%	-4%	-3%	10%	39%[activator]
COc1ccc(C2NC(=O)c3sc4nc(C)c(C(C)=O)c(-c5ccc(Cl)cc5)c4c3N2)cc1 (configuration not stated)	-1%	-5%	-1	13%	13%	-11%	6%	17%	1%
CCOC(=O)c1c(S(=O)(=O)NCC(=O)N2CCN(c3ccccc3)CC2)c(C)n(C)c1C	3%&-1%	-8%&-1%	-3&-8	2%&0%	-2%	-3%&16%	14%&20%	-4%&22%	4%
CC(C)(C)OC(=O)n1cc(C(=O)c2ccccc2O)cn1	0%	i	-1	1%	1%	-17%	-4%	24%	-46%[0.0914 µM]
CCOC(=O)N1CCC(NC(=O)CN2C(=O)COc3ccc(C(C)(C)C)cc32)CC1	4%	-7%	3	-6%	-8%	-9%	6%	21%	-6%
O=C(CC1C(=O)NCCN1Cc1cccc(F)c1F)NC1CCCCCC1 (configuration not stated)	1%	7%	0	0%	9%	-3%	5%	24%	u
